# PAFAH1B3 FP inh: PAFAH1B3 enzyme inhibitors, primary screen, biochemical, fluorescence polarization, human | actives 0.28% (n = 340,000) | inhibition, % at 3.39 µM | recombinant PAFAH1B3, FP-rhodamine probe | Platelet-activating factor acetylhydrolase IB subunit alpha1 (Homo sapiens), Q15102;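 active means inhibition above the screen-wide average of all tested compounds plus 3 SD, cut at about 25% in these data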;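 further: 0% = enzyme with DMSO only and 100% = wells lacking PAFAH1B3 protein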
# LYPLA1 counter: LYPLA1 inhibitors, primary screen, counter-screen for PME1 inhibitor project, biochemical, fluorescence polarization, FP-Rh probe ABPP. Acyl-protein thioesterase 1 (Homo sapiens), O75608. recombinant LYPLA1. inhibition, % at 5.9 µM. actives 0.16% (n = 320,000);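 active means inhibition above the mean of all tested compounds plus 3 SD, set per campaign, cut at about 14% in these data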;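 further: inhibitors block serine hydrolase probe labeling of LYPLA1 so polarization falls; 0% = enzyme with DMSO and 100% = wells lacking LYPLA1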
# GSTO1 counter: inhibitors of recombinant GSTO1, primary screen, counter-screen for RBBP9 inhibitor project, biochemical, fluorescence polarization | inhibition, % at 5.96 µM | actives 1.1% (n = 300,000) | activity-based probe fluorescence polarization | AID 1974, 2009;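 active means inhibition above the campaign mean inhibition plus 3 SD, cut at about 35% in these data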;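 further: 0% = GSTO1-1 with DMSO and 100% = wells lacking GSTO1-1 enzyme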
# PAD4 FP inh: human PAD4 inhibitors, primary screen, biochemical, fluorescence polarization, 1536-well format | inhibition, % at 6.36 µM | recombinant PAD4, RCA probe fluorescence polarization | Protein-arginine deiminase type-4 (Homo sapiens), Q9UM07 | actives 0.41% (n = 330,000) | AID 485272, 2010;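 active means percent inhibition above a cutoff equal to the mean of all tested compounds plus 3 SD, cut at about 15% in these data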;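 further: 0% = PAD4 with RCA probe and DMSO and 100% = probe without PAD4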
# PAFAH2 FP inh: PAFAH2 enzyme inhibitors, primary screen, biochemical, fluorescence polarization, human; Platelet-activating factor acetylhydrolase 2, cytoplasmic (Homo sapiens), Q99487; recombinant PAFAH2, FP-rhodamine activity probe; inhibition, % at 3.39 µM; actives 0.99% (n = 340,000); AID 492956, 2010;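 active means inhibition above the mean over all tested compounds plus 3 SD, cut at about 30% in these data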;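 further: inhibitors block probe labeling of enzyme so polarization drops; 0% = enzyme with DMSO and 100% = wells lacking PAFAH2 protein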
# PAFAH1B2 FP inh: PAFAH1B2 enzyme inhibitors, primary screen, biochemical, fluorescence polarization, human; AID 492953, 2010; actives 1.2% (n = 340,000); Platelet-activating factor acetylhydrolase IB subunit alpha2 (Homo sapiens), P68402; recombinant PAFAH1B2, FP-rhodamine activity probe; inhibition, % at 3.39 µM;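 active means inhibition above the mean of all tested compounds plus 3 SD, cut at about 24% in these data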;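 further: 0% = enzyme with DMSO and 100% = wells lacking PAFAH1B2; many of its hits are not listed in these tables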
# Target sequence (P68402 whole entry, looked up): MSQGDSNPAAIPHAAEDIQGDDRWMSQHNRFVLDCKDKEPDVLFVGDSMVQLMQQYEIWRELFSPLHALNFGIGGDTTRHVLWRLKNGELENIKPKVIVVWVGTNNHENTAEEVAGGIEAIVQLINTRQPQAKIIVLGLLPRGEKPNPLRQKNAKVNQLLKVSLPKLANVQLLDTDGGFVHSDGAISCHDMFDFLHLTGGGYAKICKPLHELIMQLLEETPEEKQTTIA
# PREPL inhibitor: PREPL enzyme inhibitors, primary screen, biochemical, fluorescence polarization; AID 2751, 2010; recombinant PREPL, fluorescence polarization activity-based probe; Prolyl endopeptidase-like (Homo sapiens), Q4J6C6; actives 0.68% (n = 320,000); inhibition, % at 5.96 µM; in the data active means inhibition above about 43%;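 further: 0% = enzyme with DMSO and 100% = wells lacking enzyme; many of its hits are not listed in these tables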
# Target sequence (Q4J6C6 whole entry, looked up): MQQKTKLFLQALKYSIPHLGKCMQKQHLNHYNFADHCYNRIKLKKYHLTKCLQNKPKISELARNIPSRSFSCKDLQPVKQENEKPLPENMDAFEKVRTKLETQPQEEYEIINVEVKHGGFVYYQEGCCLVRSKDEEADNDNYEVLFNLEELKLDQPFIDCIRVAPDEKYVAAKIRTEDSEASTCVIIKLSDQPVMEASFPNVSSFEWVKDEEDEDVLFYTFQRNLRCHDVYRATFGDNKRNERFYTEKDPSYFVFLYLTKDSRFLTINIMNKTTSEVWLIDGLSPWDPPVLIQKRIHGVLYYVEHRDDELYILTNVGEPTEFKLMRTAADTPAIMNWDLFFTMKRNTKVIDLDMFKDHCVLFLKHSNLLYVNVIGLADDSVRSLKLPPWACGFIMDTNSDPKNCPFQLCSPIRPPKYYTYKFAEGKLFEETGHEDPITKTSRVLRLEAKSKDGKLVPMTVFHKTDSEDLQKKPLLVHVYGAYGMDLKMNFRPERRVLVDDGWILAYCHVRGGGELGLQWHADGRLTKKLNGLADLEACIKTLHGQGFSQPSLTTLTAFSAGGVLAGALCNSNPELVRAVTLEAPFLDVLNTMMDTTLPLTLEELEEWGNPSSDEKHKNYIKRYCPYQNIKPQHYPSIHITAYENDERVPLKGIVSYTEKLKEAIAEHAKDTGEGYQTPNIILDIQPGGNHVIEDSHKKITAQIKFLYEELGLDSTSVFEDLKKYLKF
# pPAFAH inh: pPAFAH enzyme inhibitors, primary screen, biochemical, fluorescence polarization, human | Platelet-activating factor acetylhydrolase (Homo sapiens), Q13093 | recombinant pPAFAH, FP-rhodamine probe fluorescence polarization | inhibition, % at 3.39 µM | actives 1.5% (n = 330,000);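 active means inhibition above the mean inhibition across the screen plus 3 SD, cut at about 25% in these data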;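 further: inhibitors block binding of the rhodamine activity-based probe so polarization drops; 0% = enzyme with DMSO and 100% = wells lacking pPAFAH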
# LYPLA2 counter: LYPLA2 inhibitors, primary screen, counter-screen for PME1 inhibitor project, biochemical, fluorescence polarization, FP-Rh probe ABPP | recombinant LYPLA2 | actives 0.38% (n = 320,000) | Acyl-protein thioesterase 2 (Homo sapiens), O95372 | inhibition, % at 5.9 µM | AID 2177, 2009;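 active means inhibition above the screen-wide mean plus 3 SD, limit set per campaign, cut at about 26% in these data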;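 further: 0% = LYPLA2 with DMSO and 100% = wells lacking LYPLA2 enzyme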
# An asterisk follows results filed as active; nt = not tested or not shown; & = joins results of further samples.
# Short keys: A = PAFAH1B3 FP inh; B = LYPLA1 counter; C = GSTO1 counter; D = PAD4 FP inh; E = PAFAH2 FP inh; F = PAFAH1B2 FP inh; G = PREPL inhibitor; H = pPAFAH inh; I = LYPLA2 counter
COc1cc(/C=C2\C(=O)N(C)C(=S)N2C)ccc1O
  A: -5; B: -4; C: -1; D: -3; E: -19; F: -3; G: -10; H: -10; I: -12

COc1ccc(-c2nc(CN3CCN(C(=O)c4ccco4)CC3)c(C)o2)cc1OC
  A: 0; B: -1; C: 13; D: -1; E: -1; F: -4; G: 19; H: -2; I: -4

COc1ccc(C2C(C(=O)N3CCN(c4ccccn4)CC3)CCC(=O)N2c2cc(OC)c(OC)c(OC)c2)cc1 (configuration not stated)
  A: 4; B: 2; C: 11; D: 0; E: 2; F: 0; G: 35; H: 0; I: 3

Cc1cccc(Nc2nnc(SCc3cn4ccsc4n3)s2)c1
  A: 14; B: 0; C: 4; D: 0; E: 7; F: 4; G: 4; H: 1; I: 3

CN(C)c1ccc(C(=S)N2CCN(c3ccccc3)CC2)cc1
  A: 1; B: 3; C: 4; D: -2; E: 2; F: 4; G: 18; H: 2; I: 12

Fc1ccccc1COc1ccc2ccccc2c1CNc1nn[nH]n1
  A: 4; B: 2; C: 5; D: -2; E: -1; F: 14; G: 3; H: 9; I: 15

CN(C)S(=O)(=O)c1ccc(Cl)c(NC(=O)CN2CCN(Cc3ccc4c(c3)OCO4)CC2)c1
  A: -1; B: 1; C: -3; D: -1; E: -6; F: 3; G: 15; H: -1; I: 6

O=C(CN1C(=O)NC2(CCCC2)C1=O)Nc1cc(S(=O)(=O)N2CCCCC2)ccc1Cl
  A: -8; B: nt; C: nt; D: 0; E: 3; F: 2; G: 5; H: 3; I: nt

O=C(CN1CCN(c2ncc(C(F)(F)F)cc2Cl)CC1)NCCNc1ncc(C(F)(F)F)cc1Cl
  A: 10; B: 5; C: 3; D: -3; E: -3; F: 14; G: 7; H: 1; I: 2

CC(=O)NC(CCS(C)(=O)=O)C(=O)Nc1ccc(C)c(F)c1 (configuration not stated)
  A: 16; B: 3; C: 4; D: -2; E: -2; F: 0; G: 13; H: -2; I: 2

COc1ccccc1/C=C(/CC(=O)NCc1ccc(F)cc1)c1nc2ccccc2s1
  A: 3; B: -8; C: -12; D: 1; E: -9; F: 0; G: -5; H: 0; I: -16

COc1ccc(Cl)cc1-c1nc(SCC(=O)N(C)CCC#N)n[nH]1
  A: -5; B: 0; C: 5; D: 1; E: -3; F: 2; G: 7; H: -2; I: 4

CCN1C(=O)[C@@H]2[C@H](C1=O)[C@@H]1CC(C(=O)OC)=C[C@@H](C(=O)OC)C3C1=C(C(=O)C3(CC)CC)[C@@H]2C (some centres not stated)
  A: nt; B: -1; C: 12; D: 0; E: nt; F: nt; G: -2; H: 9; I: -4

Cc1ccc(S(=O)(=O)N2CCC(C(=O)NNC(=O)C3CC3)CC2)cc1Cl
  A: 4; B: -1; C: 5; D: 0; E: 4; F: 1; G: -2; H: 3; I: 5

O=C(Nc1ccc(Cl)c(Cl)c1)c1ccc2c(c1)OCO2
  A: 9; B: -6; C: -5; D: -5; E: -22; F: -1; G: -3; H: -8; I: -12

O=C(CSc1nnc(-c2cccnc2)o1)Nc1ccccc1Br
  A: 4; B: 10; C: 3; D: 6; E: 7; F: 5; G: -5; H: 4; I: 7

COCCCn1c(C)csc1=Nc1cccnc1
  A: -7; B: 4; C: -2; D: -5; E: -5; F: -1; G: -3; H: 3; I: 7

N#Cc1cnn2c1nc(N1CCCCC1)c1ccccc12
  A: 7; B: -1; C: 3; D: -1; E: 3; F: -2; G: 0; H: -3; I: -4

NS(=O)(=O)c1ccc(CCNC(=O)C(=O)NCC2OCCN2C(=O)c2ccc3c(c2)OCO3)cc1 (configuration not stated)
  A: 2; B: -3; C: 5; D: -1; E: -5; F: -4; G: 5; H: 3; I: 9

COc1ccc([C@@H]2[C@@H]3C(=O)N(C(C)(C)C)C(=O)[C@@H]3[C@]3(Cc4ccccc4)C(=O)N(c4cccc(F)c4)C(=O)N23)cc1
  A: 5; B: -2; C: 4; D: 1; E: -8; F: 1; G: 10; H: 4; I: -2

O=S(=O)(NCc1ccco1)c1ccc(Cl)nc1
  A: -3; B: -5; C: 7; D: 1; E: 4; F: 1; G: 6; H: -6; I: -1

CC(C)COc1ccc(C(=O)NNC(=O)c2ccc(=O)[nH]c2)cc1
  A: 0; B: 2; C: nt; D: 0; E: 1; F: 4; G: 3; H: 1; I: 6

O=C(CN1CCN(c2ccc(Cl)cc2)CC1)NCc1ccccc1
  A: 6; B: 3; C: 8; D: 3; E: -7; F: -1; G: -1; H: 4; I: 7

COc1cc(/C=N/NC(=O)c2sc3nc(C)cc(C)c3c2N)ccc1O
  A: nt; B: 3; C: 2; D: 0; E: nt; F: nt; G: 7; H: 31*; I: 5

COc1ccccc1CNC(=O)CN1C(=O)NC(C)(c2ccc(C)cc2)C1=O (configuration not stated)
  A: 12; B: -1; C: 3; D: -2; E: -3; F: 2; G: 1; H: -2; I: -1

# Part of the list above in order of formula weight, low to high.
# Short keys: A = PAFAH1B3 FP inh; B = LYPLA1 counter; C = GSTO1 counter; D = PAD4 FP inh; E = PAFAH2 FP inh; F = PAFAH1B2 FP inh; G = PREPL inhibitor; H = pPAFAH inh; I = LYPLA2 counter
CN(C)c1ccc(C(=S)N2CCN(c3ccccc3)CC2)cc1
  A: 1; B: 3; C: 4; D: -2; E: 2; F: 4; G: 18; H: 2; I: 12

O=C(CN1CCN(c2ccc(Cl)cc2)CC1)NCc1ccccc1
  A: 6; B: 3; C: 8; D: 3; E: -7; F: -1; G: -1; H: 4; I: 7

COc1ccc(Cl)cc1-c1nc(SCC(=O)N(C)CCC#N)n[nH]1
  A: -5; B: 0; C: 5; D: 1; E: -3; F: 2; G: 7; H: -2; I: 4

Cc1ccc(S(=O)(=O)N2CCC(C(=O)NNC(=O)C3CC3)CC2)cc1Cl
  A: 4; B: -1; C: 5; D: 0; E: 4; F: 1; G: -2; H: 3; I: 5

CN(C)S(=O)(=O)c1ccc(Cl)c(NC(=O)CN2CCN(Cc3ccc4c(c3)OCO4)CC2)c1
  A: -1; B: 1; C: -3; D: -1; E: -6; F: 3; G: 15; H: -1; I: 6

# Following part.
# Short keys: A = PAFAH1B3 FP inh; B = LYPLA1 counter; C = GSTO1 counter; D = PAD4 FP inh; E = PAFAH2 FP inh; F = PAFAH1B2 FP inh; G = PREPL inhibitor; H = pPAFAH inh; I = LYPLA2 counter
CCOc1ccc(S(=O)(=O)N(C)c2ccc(OCC(=O)N3c4ccc(C)cc4C4CN(C)CCC43)cc2)cc1 (configuration not stated)
  A: 2; B: -1; C: 5; D: -6; E: -3; F: 2; G: -4; H: 3; I: -1

O=C(c1cnc2sccn2c1=O)N1CCc2ccccc2C1
  A: -6; B: 5; C: -4; D: -1; E: 0; F: 2; G: 2; H: 7; I: 7

COc1ccc2[nH]cc(C(=O)CN3CCCCC3)c2c1
  A: 9; B: 2; C: 3; D: -2; E: 4; F: 3; G: 1; H: 4; I: 2

OCCCNC(=S)Nc1ccc(Br)cc1Cl
  A: 5; B: 2; C: -15; D: -3; E: 6; F: -3; G: 5; H: -4; I: 4

CCCNC(=O)Nc1cccc(NC(C)=O)c1
  A: 16; B: 1; C: -7; D: 2; E: -2; F: 2; G: -6; H: 4; I: -1

CCN(CC)S(=O)(=O)c1ccc(N2CCOCC2)c(NC(=O)C2CSC3(C)CCC(=O)N23)c1 (configuration not stated)
  A: 2; B: -3; C: 7; D: 3; E: -2; F: -4; G: -1; H: 5; I: -5

Cc1nonc1C1CCCN1C(=O)c1cc(COc2ccc(F)cc2F)on1 (configuration not stated)
  A: 6; B: -3; C: 3; D: 0; E: 1; F: 4; G: 21; H: 6; I: -5

CCC/C=N/NC(=O)c1cc(Br)ccc1O
  A: 5; B: -1; C: -7; D: 1; E: 5; F: -2; G: 4; H: 10; I: -3

COc1ccc(OC)c(C2CC(c3ccccc3)=NN2C(=S)Nc2ccccc2)c1 (configuration not stated)
  A: -3; B: 1; C: 4; D: -2; E: 8; F: 0; G: -8; H: 1; I: -4

O=C(NCCCN1CCCC1=O)C(=O)Nc1cccc(F)c1
  A: 2; B: 2; C: -2; D: 0; E: -3; F: 3; G: 5; H: 2; I: 5

COc1ccc(-c2sc(Nc3ccccc3)n[n+]2-c2ccc(F)cc2)cc1Br
  A: 8; B: 2; C: -1; D: -3; E: 2; F: -3; G: 14; H: 3; I: 0

CCOC(=O)CSc1nc(N(C)C)nc(N(C)C#N)n1
  A: 3; B: -2; C: -7; D: 4; E: 9; F: -1; G: -1; H: 3; I: -2

CS(=O)(=O)NCCSCc1ccco1
  A: -8; B: 1; C: 6; D: 2; E: 4; F: 2; G: 10; H: 11; I: 3

Cc1ccc2c(CC(=O)NCCc3ccc(S(N)(=O)=O)cc3)coc2c1
  A: 8; B: 0; C: 1; D: -2; E: 7; F: 7; G: -27; H: 1; I: -3

COCc1cc(C)nc(SCc2ccc(Cl)cc2)c1C#N
  A: 3; B: -3; C: -7; D: -4; E: -1; F: 5; G: 17; H: 7; I: 3

O=C(Nc1cc(Cl)ccc1N1CCOCC1)c1ccc(N2CCCC2=O)cc1
  A: 4; B: -3; C: -6; D: 3; E: -2; F: 4; G: -2; H: 1; I: -2

C=CCOC(=O)C1=C(C)NC(=O)NC1c1ccc(OCC)cc1 (configuration not stated)
  A: 6; B: 2; C: 5; D: 0; E: 3; F: 8; G: -7; H: 6; I: 0

COc1ccc(S(=O)(=O)N2Cc3ccccc3CC2C(=O)Nc2nccs2)cc1 (configuration not stated)
  A: 0; B: -3; C: -2; D: -5; E: -8; F: -3; G: -11; H: -6; I: 0

CN1CCN(c2c(F)cc3c(=O)c(C(=O)O)cn4c3c2OCN4C)CC1
  A: -1; B: -1; C: -11; D: -1; E: -1; F: 8; G: 8; H: 0; I: -10

O=C1C(=O)N(Cc2ccncc2)C(c2cccc(O)c2)/C1=C(\O)c1ccc2c(c1)OCCO2 (configuration not stated)
  A: 0; B: -2; C: 9; D: -3; E: -1; F: -5; G: 27; H: -1; I: 2

CC(C)(C)NC(=O)CSc1nc2ccccc2c(=O)[nH]1
  A: 10; B: 1; C: 4; D: 0; E: 8; F: 4; G: 2; H: -2; I: 2

CCOc1ccc(CNC(=O)c2ccc(Sc3ccc(C)cc3)c(NC(C)=O)c2)cc1
  A: 7; B: 2; C: 1; D: 2; E: -10; F: 1; G: -2; H: 3; I: 0

COC(=O)Nc1ccc2c(c1)N(C(=O)CCN1CCN3CCCC3C1)c1ccccc1CC2 (configuration not stated)
  A: 7&-1; B: 2&-1; C: 0&0; D: -3&-3; E: -1&-2; F: 2&0; G: -5&3; H: 1&2; I: -1&0

CCCCNC(=S)NNC(=O)c1c(C)nc2ccccn12
  A: 5; B: -2; C: 6; D: -2; E: -2; F: 2; G: -2; H: 4; I: -2

# Not all compounds are listed. The share of hits here may be higher or lower than overall.
